12-LOX inh – ALOX12 (human) lipoxygenase inhibition. 580,000 tested, 1.1% active. Potency, µM (highest dose often 108 µM), for the others: at the highest dose activity change, negative = inhibition, usual class: inhibitors. P18054. purified 12hLO, xylenol orange hydroperoxide absorbance; also: % is scaled to controls: 0 for no effect and ±100 for the full control effect
Target sequence (P18054 whole entry, looked up): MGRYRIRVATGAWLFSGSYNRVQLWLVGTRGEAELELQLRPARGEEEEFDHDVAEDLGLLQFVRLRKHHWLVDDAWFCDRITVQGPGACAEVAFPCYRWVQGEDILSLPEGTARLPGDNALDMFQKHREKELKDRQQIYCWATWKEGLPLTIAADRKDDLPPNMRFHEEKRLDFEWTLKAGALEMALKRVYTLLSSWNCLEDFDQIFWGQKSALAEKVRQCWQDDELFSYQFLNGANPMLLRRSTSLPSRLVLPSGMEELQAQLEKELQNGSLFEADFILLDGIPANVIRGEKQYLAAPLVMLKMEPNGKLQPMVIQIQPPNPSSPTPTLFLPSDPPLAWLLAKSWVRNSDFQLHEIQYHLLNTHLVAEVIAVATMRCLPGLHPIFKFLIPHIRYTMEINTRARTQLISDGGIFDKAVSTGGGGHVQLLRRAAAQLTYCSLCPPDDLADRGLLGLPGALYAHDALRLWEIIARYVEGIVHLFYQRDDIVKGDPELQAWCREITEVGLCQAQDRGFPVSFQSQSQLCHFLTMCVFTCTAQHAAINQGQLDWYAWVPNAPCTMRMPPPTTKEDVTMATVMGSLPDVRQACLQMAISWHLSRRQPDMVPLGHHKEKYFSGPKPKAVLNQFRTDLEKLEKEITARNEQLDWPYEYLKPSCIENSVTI
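Purified human 12hLO at 150 nM in 25 mM Hepes, 0.01% Triton X-100, pH 7.0, preincubated 15 min at room temperature with compound. Reaction started with 40 uM arachidonic acid, 30 min at room temperature. Hydroperoxide measured by Fe-xylenol orange, 573/405 nm absorbance ratio.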
rTrxR1 inhibitor – rat TrxR1 inhibition; O89049; 390,000 tested, 1% active; Potency, µM (top dose mostly 114 µM), without a hit: top-dose activity change, negative = inhibition, most hits filed as inhibitors; AID 588453; recombinant rTrxR1, NADPH fluorescence consumption, selenite substrate; also: % is scaled to controls: 0 for no effect and ±100 for the full control effect; nearly all actives have a fitted effect of over 65% in size
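Rat TrxR1 (90 nM in the dispensed reagent) was pre-reduced with 400 uM NADPH for 5 min at room temperature, then incubated with compound for 15 min. After 400 uM selenite was added, NADPH fluorescence (Ex 340/Em 450 nm) was followed for 8 min.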
RGS4 inhibitor – blocks human RGS4-accelerated GTP hydrolysis | P49798 | Transcreener GDP fluorescence polarization, RGS4-accelerated GTP hydrolysis | Potency, µM (top dose mostly 114 µM), for the others: top-dose activity change, negative = inhibition, actives largely listed as inhibitors | 390,000 tested, 0.039% active; also: % is scaled to controls: 0 for no effect and ±100 for the full control effect; nearly all actives have a fitted effect of over 75% in size; some results filed as inactive show a strong effect at the top dose
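MLSMR compounds (23 nl, pin-transferred) preincubated 10 min at room temperature with a 500nM (2x) first reagent, then RGS4 at 900nM (2x) plus Transcreener GDP mix added; fluorescence polarization (620/688 nm) read before and after 90 min at 30 °C.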
Vif-APOBEC3G blk – blocks the Vif interaction with human APOBEC3G; Q9HC16; 410,000 tested, 0.076% active; HeLa A3G-eYFP + Vif (tagged APOBEC3G with the HIV-1 protein that degrades it), YFP fluorescence, overnight; Potency, µM (highest dose often 46.1 µM), for inactives: at the highest dose activity, negative = active, usual class: inhibitors; AID 602310;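 also: % is scaled to controls: 0 for no effect and ±100 for the full control effect; nearly all actives have a fitted effect of over 60% in size; hits raise eYFP signal because A3G escapes Vif-driven loss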
Target sequence (Q9HC16 whole entry, looked up): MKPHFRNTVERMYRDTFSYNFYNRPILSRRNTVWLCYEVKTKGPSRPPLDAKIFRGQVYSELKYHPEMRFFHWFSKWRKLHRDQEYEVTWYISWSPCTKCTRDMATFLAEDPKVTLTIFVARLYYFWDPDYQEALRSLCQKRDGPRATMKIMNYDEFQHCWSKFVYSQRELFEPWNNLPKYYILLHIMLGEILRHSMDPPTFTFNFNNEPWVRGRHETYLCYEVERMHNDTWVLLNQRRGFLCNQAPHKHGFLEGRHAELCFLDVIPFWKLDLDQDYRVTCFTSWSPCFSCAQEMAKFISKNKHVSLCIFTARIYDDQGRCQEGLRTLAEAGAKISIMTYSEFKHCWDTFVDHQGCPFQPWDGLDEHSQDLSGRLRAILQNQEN
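Read-out is eYFP fluorescence (Ex 488/Em 500-530) from Vif-expressing HeLa A3G-eYFP cells; more signal means A3G escaped Vif-mediated degradation. Cells plated overnight, compound pinned in, incubated overnight at 37 deg C.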
TrxR1 substrate – is turned over as a substrate by rat TrxR1; O89049; purified TrxR1 substrate turnover, NADPH consumption readout; Potency, µM (doses to about 114 µM), inactives show at the highest dose activity change, negative = substrate turnover; 390,000 tested, 0.01% active; also: % is scaled to controls: 0 for no effect and ±100 for the full control effect; nearly all actives have a fitted effect of over 50% in size
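Rat TrxR1, dispensed at 90 nM, was prereduced with 400 uM NADPH (final) for 5 min at ~22 deg C, then incubated with compound 15 min before 400 uM selenite. A first-read NADPH fluorescence drop versus no-compound background flagged substrates.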
Vif-A3F inh – blocks the Vif interaction with APOBEC3F | HeLa A3F-eYFP + Vif (tagged APOBEC3F with the HIV-1 protein that degrades it), YFP fluorescence increase | Potency, µM (doses to about 46.1 µM), for the others: at the highest dose activity, negative = active | 390,000 tested, 0.2% active; also: % of control where 0% means no effect; nearly all actives have a fitted effect of over 65% in size
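Fluorescence increase (Ex 488/Em 500-530) after overnight compound treatment at 37 deg C flags inhibition of Vif-driven A3F-eYFP loss in stable HeLa A3F-eYFP/Vif cells seeded overnight beforehand.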
IDH1 R132H inh – blocks human mutant IDH1 R132H enzyme; O75874; IDH1-R132H enzyme, NADPH consumption, diaphorase/resazurin fluorescence; Potency, µM (titrated, usually from 76.6 µM), without a hit: at the top dose activity change, negative = inhibition, most hits filed as inhibitors; 390,000 tested, 0.093% active; also: % is scaled to controls: 0 for no effect and ±100 for the full control effect; nearly all actives have a fitted effect of over 65% in size
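IDH1-R132H (0.5 ug/mL) preincubated 30 min with compound, then NADPH (0.016 mM) and alpha-KG (2 mM) added; 80 min at RT, pH 7.5. Remaining NADPH coupled via diaphorase/resazurin to fluorescence (540/590 nm); concentration-response curves normalized to no-enzyme control.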
RXFP1 agonist – RXFP1 (human) receptor agonism. HEK293T-RXFP1 cAMP TR-FRET, 30 min; response scale: percent of porcine relaxin response, buffer zero. Potency, µM (doses to about 57.5 µM), for the others: at the top dose activation, usual class: activators. 370,000 tested, 0.3% active; also: % is scaled to controls: 0 for no effect and ±100 for the full control effect; nearly all actives have a fitted effect of over 60% in size; many of its hits are not listed in these tables
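HEK293 cells stably expressing RXFP1, treated 30 min at 37C with compounds plus PDE4 inhibitor Ro 20174; cAMP measured by HTRF TR-FRET. Normalized to buffer and 29 nM porcine relaxin; EC50 by Hill fit.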
USP1-UAF1 inh – blocks the human USP1/UAF1 deubiquitinase complex; O94782; recombinant USP1/UAF1, Ub-Rhodamine cleavage fluorescence; Potency, µM (series often up to 57.1 µM), for the others: top-dose activity change, negative = inhibition, hits mostly inhibitors; 390,000 tested, 0.23% active; AID 743255; also: % is scaled to controls: 0 for no effect and ±100 for the full control effect; nearly all actives have a fitted effect of over 60% in size; inactives centre near -12
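1 nM enzyme complex + cpd, 15 min RT; start with Ub-Rho 150nM final; kinetic fluorescence ex 480/em 540, 6 reads q60 s. Buffer 50mM HEPES pH 7.8, 0.5mM EDTA, 0.1 mg/ml BSA, 1mM TCEP, 0.01% Tween-20.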
The depositor's hits bear a star; ? = inconclusive; . = no result given; [ ] = remark or other dose. Calls follow the shape of the dose curve; as a rule, active = well fitted curve in the direction sought with a large enough effect; inconclusive = small, poorly fitted or top-dose-only effect, or another doubt; inactive = no such curve, though single readings can be large; an effect the other way counts as inactive or inconclusive. Potency is read from the fitted curve at half-maximal effect.

Short forms – A = 12-LOX inh; B = rTrxR1 inhibitor; C = RGS4 inhibitor; D = Vif-APOBEC3G blk; E = TrxR1 substrate; F = Vif-A3F inh; G = IDH1 R132H inh; H = RXFP1 agonist; I = USP1-UAF1 inh
smiles: O=C(c1ccc(SCc2ccco2)c([N+](=O)[O-])c1)N1CCOCC1
  A: 3%; B: -9%; C: -1%; D: -4%; E: -3%[57.1 µM]; F: 4%; G: 2%; H: -0.2%; I: 1%

smiles: CCOC(=O)C1=C(C)OC(=Cc2ccccc2)C1=O
  A: -24%; B: .; C: .; D: 3%; E: .; F: -11%; G: -3%; H: .; I: -35%

smiles: COc1cc(NC(=S)NC(=O)c2cc(C)cc(C)c2)ccc1NC(=O)c1cccs1
  A: ?; B: -5%[57.1 µM]; C: -19%; D: 1%; E: 9%[57.1 µM]; F: -3%; G: 7%; H: -2.1%; I: 2%

smiles: COc1ccc(C)cc1NC(=O)NC1CCCCCCC1
  A: 9%; B: -1%; C: -2%; D: 1%; E: -4%; F: 0%; G: 6%; H: -0.5%; I: -11%

smiles: CN(Cc1ccccc1F)C(=O)c1cccc(NC(=O)CC2SC(N3CCCCC3)=NC2=O)c1 (stereo not given)
  A: -26%; B: 7%[57.1 µM]; C: -5%; D: 2%; E: -4%[57.1 µM]; F: -4%; G: 0%; H: .; I: -2%

smiles: CN(C(=O)c1ccc(N2CCCCC2)c([N+](=O)[O-])c1)C1CCS(=O)(=O)C1 (stereo not given)
  A: -9%; B: 17%; C: -5%; D: -1%; E: 4%; F: 9%; G: 0%; H: .; I: ?

smiles: CCCCc1ccc(N=N/C(C(=O)Nc2ccccc2OC)=C(/C)O)cc1
  A: -15%; B: -14%; C: -27%; D: -3%; E: -12%; F: 1%; G: 3%; H: 0.0%; I: -16%

smiles: CC(C)c1ccc(C2NC(=O)c3n[nH]c(-c4cccs4)c32)cc1 (stereo not given)
  A: ?; B: -2%; C: -3%; D: -13%; E: 0%; F: -13%; G: -3%; H: 4.7%; I: -21%

smiles: O=C(NCc1ccccc1)C(c1ccc(O)cc1)N(C(=O)Cn1nnc(-c2cccs2)n1)c1ccc2c(c1)OCCO2 (stereo not given)
  A: -10%; B: 39%[activator]; C: 13%; D: 0%; E: 14%; F: -4%; G: 4%; H: 0.5%; I: -17%

smiles: Cc1ccccc1N1CCN(S(=O)(=O)c2nnc(NC(=O)c3ccco3)s2)CC1
  A: ?; B: -16%; C: 12%; D: 2%; E: -7%; F: 6%; G: -13%; H: 0.2%; I: -20%

smiles: N/C(CS(=O)(=O)c1ccc(F)cc1)=N\O
  A: 0%; B: 30%; C: -19%; D: 4%; E: 12%; F: -7%; G: 0%; H: -0.4%; I: -15%

smiles: Cc1ccc(OCCN2CCN(C(=O)CCC(=O)Nc3nnc(C)s3)CC2)cc1
  A: 0%; B: -21%; C: -26%; D: 3%; E: 0%; F: 1%; G: -1%; H: -0.2%; I: -18%

smiles: CCN(CC)S(=O)(=O)c1ccc(O)c(C(=O)OCC(=O)N(C)Cc2ccccc2)c1
  A: -2%; B: 9%[57.1 µM]; C: -20%; D: -1%; E: 0%[57.1 µM]; F: -13%; G: 6%; H: 0.1%; I: -17%

smiles: Cc1ccc(SCc2cc(=O)n3[nH]c(C)nc3n2)cc1
  A: ?; B: 14%[57.1 µM]; C: -8%[11.4 µM]; D: -1%; E: 11%[57.1 µM]; F: 4%; G: 6%; H: 1.1%; I: -1%

smiles: COc1ccc(CSc2cccc3cccnc23)cc1[N+](=O)[O-]
  A: -8%; B: 0%; C: -33%; D: 0%; E: -8%; F: 3%; G: 3%; H: 3.0%; I: -15%

smiles: O=C(c1ccco1)[C@@H]1[C@@H]2C(=O)N(c3ccc(Br)cc3)C(=O)[C@@H]2C2c3ccccc3C=CN21 (stereo not given in full)
  A: ?; B: ?; C: -43%; D: -15%; E: -9%; F: -25%; G: 8%; H: 2.7%; I: 16µM*

smiles: O=C(CCCc1cccs1)N1CCN(S(=O)(=O)c2ccccc2Br)CC1
  A: -9%; B: -5%; C: -10%; D: 4%; E: -5%; F: 6%; G: 9%; H: 1.5%; I: -14%

smiles: O=C(Cn1c(=O)oc2ccccc21)NCc1ccco1
  A: 4%; B: -16%[57.1 µM]; C: -5%; D: 1%; E: 8%[57.1 µM]; F: 1%; G: 0%; H: 1.8%; I: -13%

smiles: CCCCc1nc2cc(C(=O)N3CCCCC3C(=O)OC)ccc2o1 (stereo not given)
  A: 14%; B: 1%; C: -73%[56.9 µM]; D: -1%; E: -5%; F: 0%; G: -1%; H: 0.5%; I: -29%

smiles: Cc1[nH][nH]c(=O)c1[C@@H](c1ccccc1[N+](=O)[O-])C(C#N)C#N
  A: -18%; B: -34%; C: -26%; D: 4%; E: 9%; F: -1%; G: 2%; H: 0.2%; I: -11%

smiles: CCCCNC(=O)c1cc2c(=O)n3cccc(C)c3nc2n(Cc2ccccc2)c1=N
  A: -11%[57.4 µM]; B: 30%; C: 3%; D: -2%; E: 301%[activator]; F: -6%; G: 2%; H: 0.7%; I: -1%

smiles: COc1ccc(CCNC(=O)c2c(O)c3cc(OC)c(OC)cc3[nH]c2=O)cc1OC
  A: 5%; B: .; C: .; D: -8%; E: .; F: -3%; G: 6%; H: .; I: -23%

smiles: O=C(CCNC(=O)Cn1ccc2ccccc2c1=O)NCCN1CCN(c2cccc(Cl)c2)CC1
  A: -1%; B: ?; C: 6%; D: 2%; E: -9%; F: 0%; G: 7%; H: 0.1%; I: -16%

smiles: Cc1ccc2nc(-c3cccc(-c4cccc(Cl)c4)c3)c(NCc3ccccc3)n2c1
  A: -13%; B: 85%[activator]; C: -4%; D: -9%; E: 65%[activator]; F: -11%; G: 3%[38.3 µM]; H: 4.5%; I: -23%

smiles: Cc1ccc(-c2noc(CSc3nnc(Cc4ccccc4)n3-c3ccc(Cl)cc3)n2)cc1
  A: -7%; B: 12%; C: -21%; D: 4%; E: 2%; F: -10%; G: 3%; H: 1.1%; I: -13%

smiles: CN(CC(=O)Nc1c(Cl)cccc1Cl)C(=O)c1ccccc1SCC(=O)N1CCCC1
  A: -3%; B: -12%; C: 0%; D: 1%; E: -1%; F: -19%; G: 1%; H: 4.5%; I: -19%

smiles: CC(NC(=O)c1ccc(CSc2nc3ccncc3n2Cc2ccc(F)cc2)cc1)c1ccccc1 (stereo not given)
  A: 2%; B: 6%; C: -38%; D: -9%; E: -1%; F: 0%; G: -5%; H: 1.1%; I: ?

smiles: O=C(NCc1ccc(Cl)cc1)C1CCCN(C(=O)c2ccc(Cl)cc2)C1 (stereo not given)
  A: 290%[activator]; B: 16%; C: -10%; D: 7%; E: 3%; F: 4%; G: -8%; H: 1.1%; I: -11%

smiles: Fc1ccc(-n2ncc3c(Nc4cccc(Cl)c4)ncnc32)cc1
  A: ?; B: -11%[57.1 µM]; C: -21%; D: -28%; E: -5%[57.1 µM]; F: -18%; G: 20%; H: 7.3%; I: ?

smiles: COc1ccc(N(CC(=O)Nc2ccccc2C(F)(F)F)C2=NC3CS(=O)(=O)CC3S2)cc1 (stereo not given)
  A: -1%; B: 8%[57.1 µM]; C: -7%; D: 0%; E: 7%[57.1 µM]; F: -1%; G: -6%; H: -0.4%; I: -15%

Two entries from above, with two lines to a compound:
Sequence of screens: 12-LOX inh, rTrxR1 inhibitor, RGS4 inhibitor, Vif-APOBEC3G blk, TrxR1 substrate, Vif-A3F inh, IDH1 R132H inh, RXFP1 agonist, USP1-UAF1 inh
- CN(CC(=O)Nc1c(Cl)cccc1Cl)C(=O)c1ccccc1SCC(=O)N1CCCC1
→ -3%, -12%, 0%, 1%, -1%, -19%, 1%, 4.5%, -19%
- CC(NC(=O)c1ccc(CSc2nc3ccncc3n2Cc2ccc(F)cc2)cc1)c1ccccc1 (stereo not given)
→ 2%, 6%, -38%, -9%, -1%, 0%, -5%, 1.1%, ?

Single values from the list.
Value of COc1ccc(N(CC(=O)Nc2ccccc2C(F)(F)F)C2=NC3CS(=O)(=O)CC3S2)cc1 (stereo not given) in IDH1 R132H inh: -6%
Value of CC(NC(=O)c1ccc(CSc2nc3ccncc3n2Cc2ccc(F)cc2)cc1)c1ccccc1 (stereo not given) in TrxR1 substrate: -1%
Value of Fc1ccc(-n2ncc3c(Nc4cccc(Cl)c4)ncnc32)cc1 in rTrxR1 inhibitor: -11%[57.1 µM]
Value of CN(CC(=O)Nc1c(Cl)cccc1Cl)C(=O)c1ccccc1SCC(=O)N1CCCC1 in rTrxR1 inhibitor: -12%
Value of O=C(NCc1ccc(Cl)cc1)C1CCCN(C(=O)c2ccc(Cl)cc2)C1 (stereo not given) in IDH1 R132H inh: -8%

This is a subset (hit frequency here may not be typical).
